Source: PubChem BioAssay (Sanford-Burnham Center for Chemical Genomics)
ER stress death – ER stress cell death inhibition; 48,000 tested, 0.33% active; CSM14.1 thapsigargin ER stress survival, ATP luminescence; relative survival (cellular ATP), % at 15 µg/mL (by protocol);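 active = survival measured by cellular ATP above 50% at 15 µg/ml in the first screen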;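 note: cell death triggered by about 15 µM thapsigargin; ATP read 24 h after thapsigargin was added; plate controls were thapsigargin with DMSO for no effect and DMSO without thapsigargin for full effect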
An asterisk follows results filed as active. Only part of the results is shown, so the mix of outcomes need not match the whole.

structure | ER stress death
Fc1c(F)c(F)c(-c2c(F)c(F)c(N3CCOCC3)c(F)c2F)c(F)c1F | 0.3
CCCc1c(C)nc2ccc(C)cc2c1SCC(=O)O | 1.0
CCc1ccc2c(c1)C1(NN=C(c3ccccc3)S1)C(=O)N2 (stereo not drawn) | 14.0
COc1ccc(OC)c(/C=C2\C(=O)N(c3ccc(S(N)(=O)=O)cc3)N=C2C)c1 | -2.9
CC(C)(C)N1C(=O)c2ccc(C(=O)Nc3cccc(O)c3)cc2C1=O | 5.4
COc1ccc(CSc2nnc(SCc3ccc(OC)cc3)s2)cc1 | 4.5
CCOc1ccc(C(=O)Nc2ccc(OC(F)(F)F)cc2)cc1Cl | 4.5
Cc1nn(-c2ccccc2)c2c1C(O)n1c(nc3ccccc31)S2 (stereo not drawn) | 3.4
O=C(COc1ccccc1)Nc1ccc(-c2nc3ccccc3s2)c(O)c1 | 2.1
C(=C\c1nc2ccccc2nc1/C=C/c1ccccc1)/c1ccccc1 | 0.0
CCOc1ccc(NC(=S)NC(NC(=O)CC(C)C)C(Cl)(Cl)Cl)cc1 (stereo not drawn) | 7.7
Cc1ccc(CC2C(=O)N(c3ccc([N+](=O)[O-])cc3)C(=O)C2C)cc1 (stereo not drawn) | 1.3
O=C(O)CCN1C(=O)/C(=C/c2cn(-c3ccccc3)nc2-c2cccs2)SC1=S | -1.0
CCc1ccc(C(C)NC(=O)Cc2ccccc2)cc1 (stereo not drawn) | 4.5
Clc1ccc(-n2ncnc2-c2cccc(Br)c2)cc1 | 6.9
Cc1ccccc1-c1ncnn1-c1cccc(Cl)c1C | 7.9
O=C(NNS(=O)(=O)c1cccc([N+](=O)[O-])c1)c1ccccc1O | 8.5
C=CCSc1nnc(-c2ccc(Br)cc2)o1 | 9.5
O=C(Nc1ccc(Cl)cc1Cl)c1nc2nc(-c3ccccc3)cc(C(F)(F)F)n2n1 | 5.8
Cc1cccc(C)c1OCC(O)CNC(C)(C)C (stereo not drawn) | -7.0
CCCNC(=O)C(=O)NCCc1ccc(OC)c(OC)c1 | 11.2
FC(F)(F)c1cccc(Nc2nc(-c3ccncc3)nc3ccccc23)c1 | 4.6
Cc1ccc(N2NC(=O)/C(=C/c3ccc(O)c([N+](=O)[O-])c3)C2=O)cc1 | -1.2
O=C(COc1ccc(Br)cc1)NC1CCCCC1 | 4.1
CC(/C=C/c1ccc(N(C)C)cc1)=N\N=C(/N)SC1CC(=O)N(c2ccc(F)cc2)C1=O (stereo not drawn) | -3.3
O=C(CCNc1ccc(Cl)cc1)c1cccs1 | 8.4
O=C1c2ccccc2C(=O)N1CCN1CCc2ccccc21 | -4.4
COc1ccc(C(=O)N2CCN(c3cccc(C)c3C)CC2)cc1OC | 4.8
Cc1ccc(OCCCCCSC#N)cc1C | -6.3
COc1ccc(NC(=O)C(=O)NCc2ccc(Cl)cc2)c(OC)c1 | 15.4

Next section, overlapping the part above by four compounds.
structure | ER stress death
O=C1c2ccccc2C(=O)N1CCN1CCc2ccccc21 | -4.4
COc1ccc(C(=O)N2CCN(c3cccc(C)c3C)CC2)cc1OC | 4.8
Cc1ccc(OCCCCCSC#N)cc1C | -6.3
COc1ccc(NC(=O)C(=O)NCc2ccc(Cl)cc2)c(OC)c1 | 15.4
CCOc1ccc(NC(=O)c2ccoc2C)cc1 | -0.3
O=C(COc1ccccc1[N+](=O)[O-])NCc1ccco1 | 7.9
COc1cccc(C(=O)N2CCN(C(=O)COc3ccccc3)CC2)c1 | -5.0
CC1=C(C(=O)OC(C)C)C(c2ccccc2F)NC(=S)N1 (stereo not drawn) | -10.2
CCOc1ccc(CNc2cccc(C)c2)cc1 | 1.1
Cc1ccccc1NC(=O)CSc1nc(O)c(Cc2ccccc2)c(=O)n1-c1ccccc1 | 9.1
Cc1cc(/C=N\Nc2ccc([N+](=O)[O-])cn2)c(C)n1-c1ccc(O)cc1 | 1.4
COc1cc(OC)c(OC)cc1CN1CCN(C(=O)c2ccccc2F)CC1 | 9.6
O=C(Nc1ccc(OCc2ccccc2)cc1)Nc1cccc(Cl)c1 | 7.7
O=C(COc1ccccc1)Nc1ccc(S(=O)(=O)N2CCCCCC2)cc1 | -0.9
O=C(Nc1cccc(Cl)c1Cl)c1cc(-c2cccs2)nc2ccccc12 | 8.7
CCOc1ccc(N2COc3ccc4ccccc4c3C2)cc1 | 0.9
O=Cc1cc(Br)ccc1OCc1c(F)cccc1Cl | 10.7
COc1ccccc1NC(=O)C1=C(C)NC(=S)NC1c1cccc(OC)c1OC (stereo not drawn) | 2.2
Cc1ccc(C(=O)c2ccc(Br)cc2)cc1S(=O)(=O)NCc1ccccc1 | 6.4
C/C(=N\Nc1nc(-c2ccc(C)cc2)nc2ccccc12)c1ccc(N)cc1 | -20.6
O=c1oc2ccccc2c2c1ncn2C1CCCCC1 | -9.0
COc1ccc(OC)c(/C=N/n2nnnc2N)c1 | 2.3
CCC(CC)NCc1cccc([N+](=O)[O-])c1 | -5.9
O=C(COc1ccccc1Cl)NCc1cccnc1 | 1.6
O=C(O)CCCCCN1C(=O)C(=O)/C(=C(/O)c2ccc(F)cc2)C1c1cccc([N+](=O)[O-])c1 (stereo not drawn) | 2.0
CCOc1cc(OCC)cc(C(=O)Nc2ccc(Cl)c(Cl)c2)c1 | -2.0
COC(=O)C1=C(C)N(c2ccccc2F)C(=O)/C1=C\c1ccc(F)cc1 | 0.4
CN(C)c1ccc(/C=C/C=C2/SC(N)=NC2=O)cc1 | 14.8
O=C(NCCCN1CCOCC1)C(=O)Nc1cccc(Cl)c1Cl | 6.8
CCN(CC)c1ccc(/C=C2\C(=O)NC(=O)N(c3ccc(Cl)cc3)C2=O)o1 | -1.8
O=C1NN(c2cccc(Cl)c2)C(=O)/C1=C\c1ccccc1O | 6.1
CSc1nnc2c(n1)OC(C1CC=C(C)CC1C)Nc1ccccc1-2 (stereo not drawn) | 14.7
COC(=O)c1c(NC(=O)c2ccncc2)sc2c1C(C(=O)OC)CC2 (stereo not drawn) | -0.3
O=C(Nc1ccccc1)Nc1ccc(C(=O)N2CCOCC2)cc1 | -2.6
COc1ccccc1N1C(=O)S/C(=C\c2cccc(Br)c2)C1=O | -3.5
CCC/C(O)=C1\C(=O)CC(C)(C)CC1=Nc1ccccc1 | 5.8
Cc1ccc(-c2nc(-c3cc4cc([N+](=O)[O-])c(O)cc4oc3=O)cs2)cc1 | 3.9
Cc1cc(C)cc(NC(=O)c2ccc([N+](=O)[O-])o2)c1 | -10.2
OCC1CCCCN1CC(O)COc1ccc(C23CC4CC(CC(C4)C2)C3)cc1 (stereo not drawn) | -5.3
Clc1ccc(/C=N/Nc2cc(N3CCOCC3)nc(N3CCOCC3)n2)c(Cl)c1 | 8.9
COC(=O)/C(=C\C=C\N(C)c1ccccc1)C(C)=O | -5.0
Cc1cccc(OCC(=O)Nc2ccccc2C(C)C)c1C | 15.7
COc1ccc(-c2n[nH]c(=S)n2C2CCCCC2)cc1 | -0.2
CC(=O)c1ccc2c(c1)C1C=CCC1C(c1cccc([N+](=O)[O-])c1)N2 (stereo not drawn) | 9.3
Brc1ccc(-c2nc(NCCCN3CCOCC3)c3ccccc3n2)cc1 | -5.2
Cc1cc([N+](=O)[O-])ccc1N=Cc1ccc([N+](=O)[O-])s1 | -0.3
O=C1c2ccc(-c3nc4ccccc4c(=O)o3)cc2C(=O)N1c1cccc(I)c1 | 3.9
Cc1ccc(NC2=NS(=O)(=O)c3cc([N+](=O)[O-])ccc32)cc1 | 1.2
c1ccc(C2CCC(N3CCN(Cc4cccnc4)CC3)CC2)cc1 (stereo not drawn) | -5.1
COc1ccc(C(=O)NC(NC(=O)c2ccc(OC)c(OC)c2)c2ccc(Br)cc2)cc1OC | 7.7
O=C(COc1ccc(Cl)cc1Cl)NCc1ccncc1 | 7.3
Cc1ccc(-c2ccc(OCC(=O)Nc3cccc(C)c3)cc2)cc1 | 11.5
CCOC(=O)c1ccc2nc(NC(=O)CSCC(=O)OCC(=O)c3ccc(Br)cc3)sc2c1 | -0.6
CC(C)Oc1ccccc1C1CC(=O)Nc2c1cc(Br)c1ccccc21 (stereo not drawn) | 1.9
CC1=CC(C)(C)N(C(=O)Nc2ccc(F)cc2)c2ccc(C)cc21 | -2.3
COc1ccc(C2/C(=C(\O)c3ccccc3)C(=O)C(=O)N2CCN(C)C)cc1 (stereo not drawn) | 8.0
Cc1ccc(OCc2nnc(NC(=O)c3cccs3)s2)cc1 | 4.6
NC(=O)c1nn2c(C(F)(F)F)cc(-c3ccccc3)nc2c1Br | 0.1
COc1ccc(CNc2ccc(C)cc2Br)cc1OC | 5.6
CN(C)c1ccc(/C=N/Nc2cc(N3CCOCC3)ncn2)cc1 | 2.3
COc1ccccc1N1CCN(/N=C\c2cccc(Br)c2)CC1 | 9.2
O=C(O)C1C2C=CC(O2)C1C(=O)Nc1cc(Cl)cc(Cl)c1 (stereo not drawn) | 1.0
COC(=O)CN1C(=O)/C(=C\c2ccc(Cl)cc2)SC1=S | 4.7
O=C(NC(=S)Nc1cc(Cl)c(Cl)cc1Cl)c1ccco1 | 1.9

Next part.
structure | ER stress death
CC1=NN(C(=O)c2cccc(Cl)c2)C(O)(c2cccnc2)C1 (stereo not drawn) | 5.9
O=C(/C=C/c1cc2c(cc1Br)OCO2)c1cccs1 | 2.1
CCOc1ccc2oc(C)c(C(=O)OC(C)C)c2c1 | 1.3
CCOC(=O)c1cnn(-c2ccccc2)c1NC(=O)c1ccc([N+](=O)[O-])cc1 | 9.6
CC1(C)CC(=O)C2=C(C1)OC(N)=C(C#N)C2c1ccc([N+](=O)[O-])cc1 (stereo not drawn) | 3.3
COc1ccc(/C=N/n2c(C)nnc2C)c(OC)c1 | 8.4
c1ccc(CN2CCC(N3CCN(C4CCC(c5ccccc5)CC4)CC3)CC2)cc1 (stereo not drawn) | -7.6
C=CCN1C(=O)/C(=C/c2ccccc2Cl)C(=O)NC1=S | 5.4
COc1ccc(NC(=O)CN(c2ccccc2Cl)S(C)(=O)=O)cc1OC | -1.7
O=C(NC(=S)Nc1ccc2oc(-c3ccc(F)cc3)nc2c1)c1ccc(Cl)cc1 | 2.8
COc1ccc(NC2=CC(c3ccccc3F)N(c3ccc(OC)cc3)C2=O)cc1 (stereo not drawn) | 0.5
Cc1ccc(C(=O)Nc2ccc(I)cc2Cl)cc1[N+](=O)[O-] | 2.4
COC(=O)c1ccc(C(=O)OC)c(NS(=O)(=O)c2ccc(NC(C)=O)cc2)c1 | 2.9
CCOC(=O)C1=C(C)NC(=O)NC1c1ccc(F)c(Br)c1 (stereo not drawn) | 8.2
O=C(O)CCCC(=O)Nc1ccc(C(=O)O)cc1 | -2.9
Cc1onc(-c2ccccc2Cl)c1C(=O)N1CCN(Cc2ccccc2)CC1 | -1.2
COC(=O)C1CC(=O)N(c2ccc(O)cc2)C1 (stereo not drawn) | 4.4
Cc1ccc(NC(=O)/C(C#N)=C\c2cc(Br)cc(Br)c2O)c(C)c1 | 4.9
Cc1c(NC(=O)CN(c2cccc([N+](=O)[O-])c2)S(=O)(=O)c2ccccc2)c(=O)n(-c2ccccc2)n1C | 3.8
CC1(C(=O)N/N=C/c2ccc3c(c2)OCO3)CC1(Br)Br (stereo not drawn) | 4.2
CCOC(=O)c1ccc(N=Cc2cccc(OC)c2O)cc1 | -1.1
COc1ccccc1OCCNC(=O)Nc1ccc(Br)cc1 | 19.5
COc1ccccc1N1C(=O)C2C3C=CC(O3)C2C1=O (stereo not drawn) | -28.4
COc1ccc(-c2cc(C(F)(F)F)n3nc(C(=O)NCc4ccccc4)cc3n2)cc1 | -3.4
CCOc1ccc(C2/C(=C(\O)c3ccc(C)cc3)C(=O)C(=O)N2CCCC(=O)O)cc1 (stereo not drawn) | 1.4
COc1ccccc1N1C(=O)c2ccc(C(=O)Nc3ccc(Sc4ccc([N+](=O)[O-])cc4)cc3)cc2C1=O | -1.0
N#C/C(=C\c1ccc(-c2ccccc2[N+](=O)[O-])o1)C(=O)Nc1cccc(Br)c1 | 2.0
CC(=O)C1=C(O)C(=O)N(c2nc3ccccc3s2)C1c1cccc(F)c1 (stereo not drawn) | -6.5
COc1ccc(C(=O)N2N=C(c3ccc(Br)cc3)CC2(O)C(F)(F)F)cc1 (stereo not drawn) | 6.9
Nn1c(Nc2ccccc2)nc2ccccc21 | -4.4
Cc1cc(C)c(NC(=O)C(=O)NCC(C)O)c(C)c1 (stereo not drawn) | 9.0
Nc1ccc2nc(SCC(=O)NCCOc3ccc(Cl)cc3)sc2c1 | 0.0
CCc1ccc(NC2=C(Cl)C(=O)N(c3ccccc3Cl)C2=O)cc1 | 4.7
COc1ccc(OC)c(NC(=O)COc2ccc3ccccc3c2)c1 | 4.7
COc1ccccc1N1CCN(/N=C/c2cc([N+](=O)[O-])ccc2Cl)CC1 | -1.7
CC(=O)Nc1ccc(C(=O)CSc2ncn(-c3ccccc3)n2)cc1 | 2.4
O=C1NCC(c2ccccc2)C1C(=O)N/N=C\c1cc(O)c(Br)cc1Br (stereo not drawn) | -7.8
OC(c1ccc(Br)cc1)C12CN3CN(CN(C3)C1)C2 (stereo not drawn) | -1.5
CCc1nnc(NS(=O)(=O)c2ccc(N=Cc3c(C)[nH]n(-c4ccc(C)cc4)c3=O)cc2)s1 | -1.3
Clc1ccc(OCCOCCN2CCCCC2)c2ccccc12 | -20.6
Cc1ccc(NC(=O)CN(c2ccc(C)cc2)S(=O)(=O)c2ccc(F)cc2)cc1 | 8.0
Cc1ccc(NC2CC(C)N(C(=O)c3cccc(F)c3)c3cc(C)ccc32)cc1 (stereo not drawn) | -3.4
C=CCC(C(=O)C(C)C)C(=O)C(C)(C)OC (stereo not drawn) | 0.2
COc1ccc(Br)cc1C(=O)Nc1ccc(OC(F)(F)F)cc1 | -0.7
CCOC(=O)c1c[nH]c2cc(C(=O)OC)ccc2c1=O | 1.0
Cc1cccc(NC(=O)c2c(Cl)cccc2Cl)n1 | 5.5
